Bioassay records (PubChem)
5HT1E ag: 5-HT1E (human) receptor agonism | P28566 | CHO 5-HT1E Ga15 NFAT-bla reporter, FRET; 0% DMSO wells, 100% control agonist wells | activation, % at 6 µM | 0.69% of 65,000 active;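 active = activation above a set limit, the screen-wide mean activation plus 3 SD, cut at about 8.5% in these data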;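 note: 100% = positive control agonist at 1 µM giving full maximal response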
Target sequence (P28566 whole entry, looked up): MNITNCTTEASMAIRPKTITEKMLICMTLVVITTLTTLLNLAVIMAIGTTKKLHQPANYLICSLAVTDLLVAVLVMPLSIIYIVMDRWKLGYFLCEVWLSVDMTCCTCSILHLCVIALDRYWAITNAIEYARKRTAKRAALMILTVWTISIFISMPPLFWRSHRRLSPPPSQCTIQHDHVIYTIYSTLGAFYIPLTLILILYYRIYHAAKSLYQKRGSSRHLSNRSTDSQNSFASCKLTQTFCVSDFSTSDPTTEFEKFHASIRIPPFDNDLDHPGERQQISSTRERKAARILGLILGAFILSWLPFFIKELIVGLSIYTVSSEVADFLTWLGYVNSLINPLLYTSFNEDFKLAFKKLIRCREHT
Abs 340nm: absorbance at 340 nm | compound absorbance at 340 nm, fold over control | fold change at 10 µM | 65,000 tested, under 10 active | AID 708;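 active = at 10 µM dose, initial 340 nm absorbance at least 2 fold that of control wells; inactive = change under 2 fold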;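 note: initial absorbance extrapolated from kinetic A340 decline of NADH oxidation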
5-HT1A blocker: blocks the human serotonin 5-HT1a receptor. CHO 5-HT1a Ga15 NFAT-bla reporter, antagonist mode. inhibition, % at 10 µM. AID 612. 0.68% of 62,000 active;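 active = inhibition above the mean of all tested compounds plus 3 SD, cut at about 43% in these data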;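 note: receptor stimulated by 5-CT agonist at 100 nM near EC80; beta-lactamase reporter measured by ratiometric fluorescence of a cleavable substrate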
Target sequence (P08908 whole entry, looked up): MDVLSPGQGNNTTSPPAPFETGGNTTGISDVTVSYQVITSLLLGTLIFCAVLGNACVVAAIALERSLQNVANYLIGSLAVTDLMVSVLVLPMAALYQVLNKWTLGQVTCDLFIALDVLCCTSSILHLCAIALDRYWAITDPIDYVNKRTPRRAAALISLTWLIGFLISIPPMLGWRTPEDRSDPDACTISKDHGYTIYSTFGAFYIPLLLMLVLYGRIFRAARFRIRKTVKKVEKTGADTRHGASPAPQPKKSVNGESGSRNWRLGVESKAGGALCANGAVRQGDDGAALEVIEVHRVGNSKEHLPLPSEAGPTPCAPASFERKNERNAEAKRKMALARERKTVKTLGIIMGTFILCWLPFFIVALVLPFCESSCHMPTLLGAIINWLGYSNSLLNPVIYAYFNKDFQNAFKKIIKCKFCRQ
S1P3 agonist: S1P3 (human) receptor agonism | Q99500 | S1P3 NFAT-BLA reporter cells, FRET ratio; relative to 1 µM S1P, basal subtracted | activation, % at 4.5 µM | 0.1% of 60,000 active | AID 373;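 active = activation above the screen-wide mean plus 3 SD, cut at about 4.5% in these data, passing the limit was not always enough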; note: some compounds called inactive have numbers as strong as hits
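Assay system: stable CHO line with human S1P3, Gα16, NFAT-BLA reporter; Detection: FRET β-lactamase substrate fluorescence, excitation 405 nm, 460/535 nm emission ratio, background-subtracted; Read-out: percent activation versus median 1 µM S1P response, basal-subtracted, per plate; Incubation: cells plated overnight, compound 4 h 37 °C, substrate 2 h RT.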
MMP-13 inhibitor: inhibitors of human MMP13. P45452. MMP-13 fTHP FRET cleavage, Mca fluorescence. inhibition, % at 4 µM. 0.07% of 65,000 active;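 active = inhibition above the mean of compound-free control plate wells plus 3 SD, cut at about 14% in these data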;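 note: 0% = DMSO wells and 100% = wells with reference MMP-13 inhibitor after basal subtraction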
Autofluor 339: intrinsic fluorescence of library compounds, ex339/em460 – biochemical, MLSMR library, data from DPM-DC assay, artefact control, profiling panel. compound autofluorescence, ex339/em460 nm, NADH buffer; active compounds read high; 1 = no-compound wells, NADH background. fluorescence fold increase at 10 µM. 5.5% of 65,000 active;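 active = at 10 µM, mean starting fluorescence two-fold or more over control wells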;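 note: signal is the first read of a kinetic run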
S1P1 ag pot: S1P1 (human) agonism or agonism potentiation. 0.57% of 56,000 active. S1P1 CRE-bla cells, forskolin, beta-lactamase FRET, potentiator mode; S1P1 agonist co-added at EC20, 2 nM; 100% = saturating reference agonist, 0% = basal. activation, % at 9.5 µM. AID 449. P21453;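 active = activation above a cutoff set at the mean activation of all tested compounds plus 3 SD, cut at about 54% in these data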;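 note: forskolin at 4 µM as EC80 and the EC20 agonist is SEW2871; 100% = SEW2871 at its EC100 plus forskolin at EC80; some compounds past the cut are filed as inactive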
5HT1E antag: antagonists of human 5-HT1E serotonin receptor; P28566; CHO 5-HT1E Ga15 NFAT-bla reporter, FRET, antagonist; inhibition, % at 6 µM; 0.99% of 65,000 active; AID 571;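 active = inhibition above a set limit, the mean inhibition across every tested compound plus 3 SD, cut at about 29% in these data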;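 note: signal is the 460 over 535 nm emission ratio of beta-lactamase substrate; 0% = agonist plus DMSO wells and 100% = wells without agonist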
HER2 expr 66K: inhibitors of human Her2 kinase expression | P04626 | HER2 level % of control, % at 10 µM | SKBR-3 HER2 protein level, AlphaScreen, 18-24 h; active compounds read low | 0.69% of 65,000 active | AID 645;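 active = HER2 level under 5% of the carrier-only control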;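 note: 100% = DMSO carrier and 0% = 500 nM PU-H71 HSP90 inhibitor; lower value means stronger loss of Her2 protein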
The depositor's hits bear a star; i = inactive; . = not tested or not shown; [ ] = dose if it differs, or a comment.

SMILES	5HT1E ag	Abs 340nm	5-HT1A blocker	S1P3 agonist	MMP-13 inhibitor	Autofluor 339	S1P1 ag pot	5HT1E antag	HER2 expr 66K
COc1cc(C)nc(NC(=O)COc2ccc(Cl)cc2C)n1	0.0	1.08	-6.6	-1.4	3.7	1.11	-18.8	-12.4	95.5
Nc1nc(NCc2ccco2)nn1-c1ccccc1	0.5	0.97	-10.7	0.3	3.0	0.99	-4.2	-6.9	254.6
CC(C)CC(c1nnnn1CC1CCCO1)N1CCN(c2nc3ccccc3s2)CC1 (configuration not stated)	0.5	1	2.7	-0.4	5.3	1.03	-19.0	-10.2	93.3
O=C(NC1CCCc2ccccc21)C1CCN(S(=O)(=O)c2cccc3nsnc23)CC1 (configuration not stated)	-0.4	0.99	2.8	0.2	3.0	1.09	0.9	-8.1	136.4
O=C(Nc1cccnc1)c1noc2c1CCCCC2	0.7	0.97	-19.4	-1.3	0.8	1.01	-7.3	-10.0	97.5
COc1ccc(NCc2nnc(SCC#N)n2-c2ccccc2OC)cc1	-1.0	1	-7.1	0.5	-1.5	1.05	0.7	-13.4	38.0
O=C(Cc1ccccc1)Nc1ccc(NC(=O)c2ccco2)nc1	-0.4	1.01	1.1	-0.2	8.2	1.02	-12.3	13.0	95.7
CCCc1cc(Nc2cccc(OCC)c2)n2ncnc2n1	-1.0	1.03	-15.1	-0.3	8.1	1.06	-7.3	-2.7	104.3
Cc1oc(C)c2c(=O)ccc3c(c12)OC(N)=C(C#N)C3c1ccc(F)cc1 (configuration not stated)	-1.0	1.03	17.1	-0.3	2.2	1.1	-14.0	3.8	49.7
Cc1cc(Nc2ccc(F)c(Cl)c2)n2nc(C)nc2n1	1.3	1.07	13.5	-1.0	3.5	1.11	-12.9	-0.7	82.8
O=C(CSc1nnc2ccccn12)c1ccccc1	0.4	0.99	3.3	-0.3	-1.8	0.98	-12.5	5.6	112.0
c1ccc(-c2noc(CSc3nc4ccccc4o3)n2)cc1	0.5	0.95	-12.4	-0.7	1.5	1.12	21.2	-6.5	88.9
O=C(CCNC(=O)c1ccc(Br)o1)NCc1ccc(Cl)cc1	0.2	1	-12.9	.	-0.2	1.01	.	-5.5	136.5
COc1ccc(C2N(c3ccc(OC)cc3)C(=O)C3CCCN32)cc1 (configuration not stated)	0.0	1.07	6.5	-0.7	7.6	1.11	-13.9	-1.6	95.2
Cc1ccc(S(=O)(=O)Nc2nc3ccccc3nc2NCc2ccco2)cc1C	0.5	1.08	24.2	-1.1	-9.3	2.13*	13.4	16.9	71.1
CCOC(=O)C1CCCN(C2CC(=O)N(c3cccc(C(F)(F)F)c3)C2=O)C1 (configuration not stated)	-0.1	0.99	-3.1	-0.9	-2.3	1.05	2.2	7.2	104.5
COc1ccc(-c2nc(CS(=O)CC(=O)NCc3ccc(Cl)cc3)c(C)o2)cc1 (configuration not stated)	-0.9	1.05	9.0	-0.2	-4.9	1.13	-5.2	-8.8	96.4
COCC(C)n1c(C)cc(C(=O)COC(=O)c2oc3ccccc3c2C)c1C (configuration not stated)	0.3	1	-13.8	0.0	-0.4	1.07	7.8	-1.1	92.6
Cc1cc(C(F)(F)F)nn1-c1nc(-c2ccco2)cc(C(F)(F)F)n1	-0.7	1.07	7.4	-0.9	-19.9	2.81*	7.5	4.4	71.5
CN(C)CCN(Cc1ccccc1)c1ccnc(N(C)C)c1C#N	20.7*	1.1	-1.0	-0.8	-11.9	1.38	.	5.6	89.6
CSc1nsc(SC)c1NC(=O)OCC1CCCO1 (configuration not stated)	1.0	0.99	-1.3	0.4	1.5	1.12	3.9	-3.6	83.3
CC1=C(C#N)C2C(/C1=N/O)C2(C)C (configuration not stated)	0.2	1.04	-6.3	-0.9	-1.0	1.11	2.5	7.9	57.6
CC(=O)Nc1ccc(S(=O)(=O)N2CCC(NC(=O)c3ccco3)CC2)cc1	-0.7	1	-1.4	-0.5	5.1	1.07	10.7	4.2	88.7
Cc1cc(SCC(=O)NC(=O)NCc2ccco2)nc2ccccc12	-0.8	1.04	28.8	1.1	-1.1	1.06	10.9	24.3	94.8
Nc1nc2c3ccccc3nc(C3CC3)n2n1	0.0	1.01	-2.8	-0.5	-7.3	1.22	.	26.7	87.5
CC(C)C1C(C#N)=C(N)SC(N)=C1C#N	0.8	1.03	6.9	-1.1	4.3	1.12	12.3	1.9	127.3
Cc1cc(NS(=O)(=O)c2ccc(Nc3nc(-c4sc(N)nc4C)cs3)cc2)no1	1.1	0.99	-7.3	-1.8	3.4	1.01	-9.3	-3.1	122.0
COC(=O)C1=CNC=C(C(=O)OC)C1c1ccc(C(=O)OC)cc1	2.2	1.08	5.6	-0.1	-109.4[fluorescence artefact?]	2.07*	-35.1	5.2	83.3
O=S(=O)(c1ccc2nc(-c3ccco3)c(-c3ccco3)nc2c1)N1CCOCC1	0.7	1.04	-4.2	-0.9	-3.8	2.25*	-35.7	9.1	111.0
CC1CN(Cc2nc3c(c(=O)n(C)c(=O)n3C)n2Cc2cccc(Cl)c2)CC(C)O1 (configuration not stated)	0.6	1.02	12.7	0.1	-2.1	1.06	-22.8	2.3	103.9
O=C(O)c1ccc(CSc2nc3ccccc3o2)cc1	-0.1	1.03	2.6	-0.3	-0.4	1.11	-4.4	0.9	91.1
Cn1nnnc1SCC(=O)NCc1ccco1	1.9	1.01	-6.0	0.0	1.6	1.05	-8.3	-6.5	92.9
CCn1c(COc2ccccc2C)nnc1SCC(=O)O	0.4	1	-1.1	-1.6	6.7	1.09	-22.0	-2.7	92.4
O=C(O)c1ccc(N2C(=O)CC(Cc3ccccc3)C2=O)cc1 (configuration not stated)	0.5	1.05	-11.8	.	3.6	1.04	.	-3.2	88.8
CCOC(=O)c1c(C)[nH]c(C(=O)COC(=O)c2ccncc2)c1C	0.4	0.99	-8.4	1.0	-1.7	1.03	-11.4	4.5	135.4
Cc1oc(-c2ccccc2F)nc1CN1CCC(C(=O)NC2CC2)CC1	-0.2	1.04	5.2	0.1	2.5	1.14	-2.6	-5.8	114.0
CC(C)CC(=O)Nc1ncnc2c1C(=O)CC(C)(C)C2	-0.2	1.02	.	0.4	-10.0	1.09	5.1	-6.0	96.0
O=C(Nc1ccccc1)c1ccccc1O	0.2	1.11	-4.7	-1.0	-8.5	2.06*	-4.2	-12.4	141.4
CCCCOc1ccc(C(=O)Nc2ccc(N3CCN(C(=O)C(C)C)CC3)cc2)cc1	1.2	0.98	4.4	-0.7	6.1	1.04	.	-4.2	92.7
CCN(C(=O)CN1CCN(c2ccc(O)cc2)CC1)c1c(N)n(Cc2ccccc2)c(=O)[nH]c1=O	0.7	1.02	-9.0	0.7	1.9	1.04	3.7	2.7	115.5
COc1cccc(NC(=O)CSC2=C(C#N)C(c3ccco3)C3=C(CCCC3=O)N2)c1 (configuration not stated)	-0.9	1.04	.	-0.5	5.3	1.07	-1.1	9.3	107.2
N#Cc1nc(COc2ccc(Cl)cc2Cl)oc1N1CCOCC1	0.3	1.03	4.2	0.4	-1.1	1.13	-3.3	1.8	127.3
CCOCC(=O)Nc1ccc(-c2cn3cccnc3n2)cc1	0.5	1.06	-10.7	.	i[fluorescence artefact?]	5.17*	.	-2.4	79.4
CCCOc1ccc(/C(O)=C2/C(=O)C(=O)N(CCCN3CCOCC3)C2c2ccncc2)cc1 (configuration not stated)	-0.1	1.07	.	-5.0	-2.0	1.06	6.9	10.6	32.2
CCC(C)(C)NC(=O)C(c1cccs1)N(CC1CCCO1)C(=O)Cn1nnc2ccccc21 (configuration not stated)	0.6	1	-4.7	0.0	-1.7	1.05	-11.0	-9.0	103.0
CCN(CC)c1ccc(NC(=O)c2cc3ccccc3o2)c(C)c1	0.3	1.11	13.6	-0.8	3.3	1.04	13.6	-0.1	92.5
COc1cc(CNc2cccc(F)c2)cc(Br)c1O	0.8	1.03	13.4	-2.9	-6.4	1.12	-12.4	-2.0	112.7
N#CC1=C(N)Oc2cc(O)ccc2C1c1ccccc1 (configuration not stated)	0.7	1.01	-14.1	-1.5	5.8	1.03	-17.9	8.8	77.8
O=C1NCCCc2nc(Oc3ccccc3)sc21	-0.3	1.01	14.7	-1.2	2.1	1.09	-15.1	7.1	116.8
CCOc1ccccc1N(CC(=O)NC1CCCC1)C(=O)CCCC(=O)Nc1ccccn1	0.2	0.99	-7.9	-0.1	-3.4	1.06	8.4	-7.5	90.0
More entries.
SMILES	5HT1E ag	Abs 340nm	5-HT1A blocker	S1P3 agonist	MMP-13 inhibitor	Autofluor 339	S1P1 ag pot	5HT1E antag	HER2 expr 66K
CN1C(=S)SC(C)(C)C1/[N+]([O-])=C/c1cccnc1 (configuration not stated)	0.1	1.06	13.4	-1.3	-0.1	1.09	-1.4	4.0	101.5
COc1ccc2nc(NC(=O)c3ccc(Br)s3)sc2c1	1.0	1.1	13.5	-1.0	-3.7	1.91	34.7	-1.2	77.6
CCn1c(SCC(=O)N2CCCc3ccccc32)nnc1-c1cccs1	0.7	0.99	10.0	-1.3	4.3	1.02	.	-6.7	132.8
COc1ccc(CN(C(C)=O)c2cccc(C)c2C)cc1	0.1	1.05	10.5	-0.8	1.2	1.15	1.1	5.6	81.6
CC(C)CCN1CC(C(=O)N2CCN(c3ccc(F)cc3)CC2)CC1=O (configuration not stated)	-0.1	1	-5.4	-0.6	2.7	1.07	-16.5	-4.1	110.6
COc1ccc(C2C(C(=O)c3sc(C)nc3C)=C(O)C(=O)N2CCN(C)C)cc1OC (configuration not stated)	-0.2	1.02	3.2	-0.9	3.6	1	-3.1	2.0	92.3
C=CCn1cc(C(=O)N2CCN(C)CC2)c(=O)c2cc(S(=O)(=O)N3CCCC3)ccc21	0.1	1.07	-12.2	-1.1	2.1	1.07	8.2	-2.7	70.8
O=C(CSc1nnc2scc(-c3ccccc3)n12)NCc1ccc2c(c1)OCO2	0.7	1.07	-20.7	-0.6	0.1	1.14	-30.4	-2.3	93.1
Fc1cccc(Cl)c1Cn1nnc(-c2ccc3c(c2)OCO3)n1	0.0	0.99	15.2	-0.8	-0.3	1	.	2.0	159.1
O=C(CSc1ncnc2ccccc12)NCCCO	1.9	1.01	0.5	-0.9	5.3	1.04	13.7	-13.2	90.1
CCc1cc(=O)oc2cc(C)cc(OCc3nn[nH]n3)c12	-0.1	1.04	-6.0	-0.5	-153.7[fluorescence artefact?]	3.83*	-13.2	-0.8	78.1
CCn1c(SCc2nnc(-c3ccccc3)o2)nc2c1c(=O)n(C)c(=O)n2C	1.3	0.99	-8.0	-1.0	-2.5	1.07	-3.5	-0.7	93.1
O=C(Nc1ccccc1N1CCCCC1)c1ccccc1F	0.6	1.03	5.6	-0.6	1.1	1.11	-37.6	-0.4	95.8

Entries of single compounds from above. Order of values: 5HT1E ag, Abs 340nm, 5-HT1A blocker, S1P3 agonist, MMP-13 inhibitor, Autofluor 339, S1P1 ag pot, 5HT1E antag, HER2 expr 66K
Entry for O=C(Nc1ccccc1N1CCCCC1)c1ccccc1F : 0.6, 1.03, 5.6, -0.6, 1.1, 1.11, -37.6, -0.4, 95.8
Entry for CC(C)CCN1CC(C(=O)N2CCN(c3ccc(F)cc3)CC2)CC1=O (configuration not stated) : -0.1, 1, -5.4, -0.6, 2.7, 1.07, -16.5, -4.1, 110.6
